Screening data deposited in PubChem by National Center for Advancing Translational Sciences (NCATS).
EPAC2 antag: qHTS for Antagonist of cAMP-regulated guanine nucleotide exchange factor 2 (EPAC2): primary screen; Rap guanine nucleotide exchange factor 4 (Homo sapiens), Q8WZA2; EPAC2 GEF exchange of Rap1B-BODIPY-GDP, fluorescence; actives 0.18% (n = 360,000); Potency, µM (titrated, usually from 114 µM), for inactives: top-dose activity, negative = inhibition, hits mostly inhibitors; AID 720708, 2013; also: potency is read from the fitted curve at half-maximal effect; % is scaled to controls: 0 for no effect and ±100 for the full control effect; nearly all actives have a fitted effect of over 45% in size; many of its hits are not listed in these tables
PTHR1 agonist: qHTS for PTHR1 Agonists: Primary Screen; Parathyroid hormone/parathyroid hormone-related peptide receptor (Homo sapiens), Q03431; HEK293 GP2 PTHR1 cells, GloSensor cAMP luminescence, 1 h; Potency, µM (titrated, usually from 115 µM), for inactives: at the top dose activation, usual class: activators; actives 0.075% (n = 410,000); AID 743266, 2014; also: potency is read from the fitted curve at half-maximal effect; nearly all actives have a fitted effect of over 55% in size; some results filed as inactive show a strong effect at the top dose; inactives centre near -15; many of its hits are not listed in these tables
Target sequence (Q03431 whole entry, looked up): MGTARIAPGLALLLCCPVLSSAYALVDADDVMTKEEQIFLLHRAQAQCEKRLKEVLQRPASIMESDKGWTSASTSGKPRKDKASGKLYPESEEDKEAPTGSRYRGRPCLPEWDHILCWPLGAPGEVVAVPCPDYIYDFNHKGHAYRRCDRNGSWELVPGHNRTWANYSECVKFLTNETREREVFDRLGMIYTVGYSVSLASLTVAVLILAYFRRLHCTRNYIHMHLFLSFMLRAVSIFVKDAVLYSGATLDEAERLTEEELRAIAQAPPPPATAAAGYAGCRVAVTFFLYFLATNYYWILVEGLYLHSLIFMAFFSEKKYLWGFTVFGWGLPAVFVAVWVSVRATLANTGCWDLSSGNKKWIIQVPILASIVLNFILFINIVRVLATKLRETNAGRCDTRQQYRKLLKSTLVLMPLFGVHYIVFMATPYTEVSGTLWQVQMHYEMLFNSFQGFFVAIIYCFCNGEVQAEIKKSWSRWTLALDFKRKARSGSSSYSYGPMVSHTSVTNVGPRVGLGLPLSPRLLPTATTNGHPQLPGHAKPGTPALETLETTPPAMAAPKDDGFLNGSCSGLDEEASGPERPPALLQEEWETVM
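HEK-293-derived GP2 cells expressing PTHR1 and a GloSensor cAMP reporter, 3,000/well, plated overnight, given luciferin plus IBMX (each 0.5 mM as added) for 1 h at 37 °C, then compound for 1 h at 37 °C. Luminescence was read after 15 min at room temperature.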
CCT modulator: High-Throughput Screening for Modulators of Cytosolic Chaperonin Activity; activity change, % (concentration not given with the values), hits read low; actives 0.3% (n = 360,000); purified chaperonin ATPase assay, HTRF ADP detection, 30 min; AID 651819, 2012; in the data active = activity change below about -30%; also: % is scaled to controls: 0 for no effect and ±100 for the full control effect
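First, chaperonin was dispensed at 40 nM or 20 nM final depending on batch activity. Next, compounds were pinned at 76 uM and ATP added at 10 uM. After 30 min at 37 °C, ADP detection reagents ran 30 min at ambient temperature.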
EPAC2 agonist: qHTS for Agonist of cAMP-regulated guanine nucleotide exchange factor 4 (EPAC2): primary screen; actives 0.079% (n = 360,000); EPAC2 activation, biochemical qHTS; response scale: 100% = 6.5 mM cAMP response; Rap guanine nucleotide exchange factor 4 (Homo sapiens), Q8WZA2; Potency, µM (doses to about 154 µM), for the others: at the highest dose activation, actives largely listed as activators; AID 720711, 2013; also: potency is read from the fitted curve at half-maximal effect; nearly all actives have a fitted effect of over 50% in size
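Compounds were added across a concentration range to EPAC2 (100 nM), RAP1B-BODIPY-GDP (250 nM) and GDP (50 uM). After 5 min at room temperature, fluorescence was recorded at 5-min intervals for 30 min.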
pAkt inh: HTS Assay for Inhibitors of Akt Phophorylation: Primary Screen; Neuro2A IGF-stimulated pAkt S473 HTRF, 20 min; active compounds read low; activity change, % for hits at 50 µM; actives 0.32% (n = 360,000); AID 651550, 2012; in the data active = activity change below about -80%; inconclusive = mostly about -51% to -80%; also: % is scaled to controls: 0 for no effect and ±100 for the full control effect
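Neuro2A cells (4,500/well, DMEM with 0.5% FBS) were treated with compound at a single 50 µM final concentration, stimulated with 6 nM IGF for 20 min at 37 °C, and lysed. Phospho-Akt Ser473 was read by HTRF as 665/615 ratio ×10^4.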
DRD3 antagonist: qHTS of D3 Dopamine Receptor Antagonist: qHTS; D(3) dopamine receptor (Homo sapiens), P35462; D3R cells, DiscoveRx beta-arrestin luminescence, antagonist mode; active compounds read low; actives 2.5% (n = 360,000); max response, negative = inhibition, %; in the data active = max response below about -50%; inconclusive = no clear call, values can overlap the other calls; also: % is scaled to controls: 0 for no effect and ±100 for the full control effect; mostly tested at two doses, the higher about 12 µM
Target sequence (P35462 whole entry, looked up): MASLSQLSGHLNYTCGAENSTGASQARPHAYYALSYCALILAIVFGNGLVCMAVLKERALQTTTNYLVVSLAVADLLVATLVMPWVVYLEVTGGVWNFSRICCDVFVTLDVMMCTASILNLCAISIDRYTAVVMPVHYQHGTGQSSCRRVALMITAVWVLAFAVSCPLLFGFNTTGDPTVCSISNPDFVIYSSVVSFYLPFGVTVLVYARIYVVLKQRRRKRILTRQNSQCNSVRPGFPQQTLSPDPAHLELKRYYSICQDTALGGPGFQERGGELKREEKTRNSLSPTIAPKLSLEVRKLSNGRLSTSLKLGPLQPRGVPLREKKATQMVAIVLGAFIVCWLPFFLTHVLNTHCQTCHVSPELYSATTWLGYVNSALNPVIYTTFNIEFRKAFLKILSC
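Cells expressing the human receptor were seeded at 1500 cells/well, incubated overnight at 37 degrees C in 5% CO2, then exposed to library compounds with dopamine controls for 90 minutes at 37 degrees C before luminescent detection.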
MmCpn inh: Inhibitors of TCP-1 ring complex (TRiC) of Methanococcus maripaludis (MmCpn): qHTS | Chaperonin Mm-Cpn (Methanococcus maripaludis) | purified Mm-Cpn ATPase, ADP Transcreener TR-FRET | Potency, µM (series often up to 76.9 µM), for the others: at the highest dose activity, negative = inhibition, most hits filed as inhibitors | actives 0.031% (n = 330,000) | AID 504842, 2011; also: potency is read from the fitted curve at half-maximal effect; % is scaled to controls: 0 for no effect and ±100 for the full control effect; nearly all actives have a fitted effect of over 80% in size
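ATP (10 uM final) was added to archaeal chaperonin (25 nM final) after 10 min exposure to test compound at 37°C; after 30 min further incubation, ADP was detected by competitive TR-FRET.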
DRD3 agonist: qHTS of D3 Dopamine Receptor Agonist: qHTS. max activation, %. AID 652048, 2013. D3R DiscoveRx beta-arrestin cells, luminescence, 90 min. actives 0.58% (n = 410,000). D(3) dopamine receptor (Homo sapiens), P35462; in the data active = max activation above about 30%; also: 0% is about no effect; mostly tested at two doses, the higher about 12 µM
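Agonist mode: compounds and dopamine controls were applied to plated cells for 90 min at 37 degrees C after an overnight attachment at 1500 cells/well. Luminescent read-out followed 30 - 60 minutes at room temperature with DiscoveRx detection reagent.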
An asterisk follows results filed as active; i = inactive; ? = inconclusive; · = no result given; [ ] = another dose, or the depositor's remark. Unless noted, calls follow the shape of the dose curve; as a rule, active = well fitted curve in the direction sought with a large enough effect; inconclusive = small, poorly fitted or top-dose-only effect, or another doubt; inactive = no such curve, though single readings can be large; an effect the other way counts as inactive or inconclusive. These rows are one share of the data; rates above refer to the full screens.

Compound	pAkt inh	DRD3 agonist	DRD3 antagonist	MmCpn inh	PTHR1 agonist	EPAC2 antag	EPAC2 agonist	CCT modulator
Cn1c2c(c(=O)n(C)c1=O)C(CC(=O)Nc1ccccc1)C(=O)N2 (centres undefined)	i	1.4	1.1	-2.8%	i	0.0%	4.8%	-2.3
COc1cc(NC(=O)CN2C(=O)NC(c3ccccc3)(c3ccccc3)C2=O)c(C)cc1[N+](=O)[O-]	i	1.4	-16.3	1.3%	i	-3.6%	5.5%	-1.8
CCN(CC(=O)NCc1cccs1)C(=O)c1cccc(S(=O)(=O)N(C)C)c1	i	0.0	15.8	0.8%	i	16.7%	-8.1%	-2.3
Cc1ccc(-c2nc(CSCC(=O)N3CCN(C(=O)c4ccco4)CC3)c(C)o2)cc1	i	-3.0	-25.6	-1.0%	-35.0%[inhibitor]	5.8%	9.9%	-1.0
COc1ccc(C(=O)NCC(=O)N/N=C/C(C)=C/c2ccccc2)cc1OC	i	1.7	-3.2	-0.4%	i	2.2%	-4.0%	-1.0
COc1ccc(S(=O)(=O)NC2CC3CCC2C3)cc1Cl (centres undefined)	i	-16.9	-10.3	-1.5%	-2.1%	-5.3%	17.5%	0.8
Cc1nc(-c2ccccc2)sc1-c1ccnn1C	i	1.8	4.4	-1.7%	-33.0%[inhibitor]	-18.1%	0.7%	-0.4
COc1cc(C2C(C(=O)c3sc(C)nc3C)=C(O)C(=O)N2CCN(C)C)cc(OC)c1OC (centres undefined)	i	-11.3	33.0	-0.3%	-2.9%	-2.8%	12.2%	0.8
O=S(=O)(NC1CCCCC1)c1ccc(Cl)s1	i	0.1	-6.5	2.2%	-59.1%	-3.3%	2.6%	-0.5
Cc1ccc(CNC(=O)c2ccc(N3CCC4(CC3)CC(c3ccccc3)=NO4)c(NC(=O)c3cccc(C)c3)c2)cc1	i	6.7	-28.6	0.0%	-13.5%	15.3%	-6.3%	0.7
O=C(Nc1ccc(S(=O)(=O)N2CCCCC2)cc1)c1ccc(=O)[nH]c1	i	-3.7	-16.9	-0.3%	i	3.1%	9.1%	-4.4
O=C(N/N=C(\CC(=O)c1cccs1)C(F)(F)F)c1ccncc1	i	3.2	-11.6	1.6%	-37.8%[inhibitor]	-13.4%	1.0%	-1.4
COC(=O)c1cc(-c2cc(OC)ccc2OC)nc2c1c(=O)n(C)c(=O)n2Cc1ccccc1	i	-28.7	-78.9*	-4.5%	-2.0%	-1.0%	11.1%	0.1
O=C(CC1C(=O)NCCN1CC1CCCCC1)NCc1ccc(F)cc1F (centres undefined)	i	-4.8	-10.4	-1.0%	-0.2%	6.5%	14.4%	-1.6
Cc1cccc(OCc2nnc(SCC(=O)Nc3cc(C)on3)n2C)c1	i	1.3	13.5	-0.8%	-10.6%[57.5 µM]	10.3%	-3.9%	-1.3
Clc1cccc(N2CCN(c3ncnc4nc[nH]c34)CC2)c1	i	-0.7	13.8	0.8%	-10.6%	0.2%	-0.9%	-1.9
O=C(C1CCC1)N1CCC(c2nc3c(nnn3Cc3c(F)cccc3Cl)c(=O)[nH]2)CC1	i	1.2	4.6	0.2%	-6.5%	-0.4%	1.2%	-1.6
Cc1nn(CC(=O)NCc2cc3ccccc3[nH]2)c(C)c1[N+](=O)[O-]	i	-1.2	3.3	-1.5%	i	7.5%	-3.9%	-2.0
CCOC(=O)C1=C[C@@H](C(C)(C)C)N(S(=O)(=O)c2ccc(C)cc2)[C@H]1c1ccc(C#N)cc1	i	1.4	0.0	·	-0.4%	-3.1%	0.8%	0.6
Cn1c(=O)c(C(=O)CCl)c(N)n(CC2CC2)c1=O	i	34.5*	0.0	-0.7%	-71.1%[inhibitor]	20.0%	0.8%	0.9
Cc1n[nH]c(=S)n1/N=C/c1ccc(OCc2ccc(Cl)cc2Cl)cc1	i	-6.5	-4.2	-1.8%	-28.5%	2.4%	-2.6%	1.4
CCOc1ccc(NC(=S)N(CCc2ccncc2)C(C)C)cc1	i	-12.8	-0.4	0.9%	1.4%	5.6%	3.0%	-0.4
CN(C)CCCNC(=O)c1cc2sc3ccccc3c2s1	i	-19.9	?	-4.9%	-5.3%	1.5%	16.8%	-0.6
Cc1cc(NC(=O)CCSc2ccccc2)ccc1Br	i	0.6	2.6	3.8%	-25.5%	-7.2%	14.5%	0.2
CCOc1ccc(-c2[nH]ncc2Oc2ccccc2OCC)c(O)c1	i	3.8	-2.4	2.5%	-37.8%[inhibitor][57.5 µM]	-10.5%	2.5%	-73.5*
Cc1cc(=O)c2cc(Br)ccc2[nH]1	i	-3.2	14.6	-1.0%	i	11.3%	3.1%	-0.3
CSc1ccc(CNC(=O)C(C)n2nc(C)c3c(C)n(-c4ccccc4)nc3c2=O)cc1 (centres undefined)	i	7.2	9.5	-1.1%	-15.2%	3.2%	4.7%	-2.0
CCCc1c(O)nc(SCC(=O)NCCc2ccc(OC)c(OC)c2)[nH]c1=O	i	3.6	21.0	0.9%	i	-0.5%	1.8%	-1.3
CS(=O)(=O)Cc1cccc(C(=O)NN(c2ccccc2)c2ccccc2)c1	i	-10.3	-16.3	1.0%	-4.8%	-7.9%	1.5%	-0.7
Cc1nnc(NCCc2ccccc2)[nH]c1=O	i	0.1	24.2	1.5%	i	-2.5%	7.7%	-2.1
O=C(NC(=O)N1CCOCC1)c1ccccc1	i	5.9	159.7	0.6%	-1.9%	12.9%	13.5%	-0.3
O=C(CN1C(=O)C2C3C=CC(C3)C2C1=O)NCc1ccccc1 (centres undefined)	i	-11.1	1.0	-1.9%	-4.6%[57.5 µM]	5.1%	-2.1%	-2.8
CCCCn1c(N)c(N(CCC(C)C)C(=O)c2ccc(N3CCCC3=O)cc2)c(=O)[nH]c1=O	i	4.7	7.8	1.1%	-5.4%	13.6%	-1.8%	-0.6
Cc1nn(CC(=O)NCCc2ccc(Cl)cc2Cl)c(C)c1[N+](=O)[O-]	i	-5.2	6.8	2.1%	i	-5.6%	-0.5%	0.4
CCN(CC)S(=O)(=O)c1cccc(N=Nc2c(O)c3ccccc3oc2=O)c1	i	-2.2	-14.6	?	-22.3%	1.8%	-9.8%	-2.9
COc1ccc(CCNC(=O)C(C)SCC(=O)Nc2ccc(F)cc2)cc1 (centres undefined)	i	-5.5	-8.7	1.6%	i	-6.3%	1.5%	0.2
CCc1ccc(N2CC(C(=O)OCC(=O)Nc3ccc(C(C)=O)cc3)CC2=O)cc1 (centres undefined)	i	-0.4	-1.0	0.7%	-29.3%	-7.7%	12.6%	-0.7
COC(=O)C1=C(C)NC(=S)NC1c1ccc(OCC(=O)N2CCCCC2)c(OC)c1 (centres undefined)	i	-7.6	-13.0	0.5%	i	7.2%	9.2%	-1.8
CN(c1cc(Cl)c2c(c1)OCO2)c1cc2c(c3c1ccn3C)C1CCC2C1 (centres undefined)	i	-0.9	-12.1	·	-44.8%[inhibitor]	?	14.6%	-3.4
CCCCn1c(N)c(N(CC(C)C)C(=O)CCCSc2nncs2)c(=O)[nH]c1=O	i	9.6	6.5	-2.2%	i	7.8%	0.6%	0.1

Record cards, from the list above:
COC(=O)c1cc(-c2cc(OC)ccc2OC)nc2c1c(=O)n(C)c(=O)n2Cc1ccccc1 is listed with pAkt inh = i; DRD3 agonist = -28.7; DRD3 antagonist = -78.9*; MmCpn inh = -4.5%; PTHR1 agonist = -2.0%; EPAC2 antag = -1.0%; EPAC2 agonist = 11.1%; CCT modulator = 0.1
Cc1cc(=O)c2cc(Br)ccc2[nH]1 is listed with pAkt inh = i; DRD3 agonist = -3.2; DRD3 antagonist = 14.6; MmCpn inh = -1.0%; PTHR1 agonist = i; EPAC2 antag = 11.3%; EPAC2 agonist = 3.1%; CCT modulator = -0.3
Cn1c(=O)c(C(=O)CCl)c(N)n(CC2CC2)c1=O is listed with pAkt inh = i; DRD3 agonist = 34.5*; DRD3 antagonist = 0.0; MmCpn inh = -0.7%; PTHR1 agonist = -71.1%[inhibitor]; EPAC2 antag = 20.0%; EPAC2 agonist = 0.8%; CCT modulator = 0.9

Additional structures follow.
Compound	pAkt inh	DRD3 agonist	DRD3 antagonist	MmCpn inh	PTHR1 agonist	EPAC2 antag	EPAC2 agonist	CCT modulator
COc1ccc(-c2ccc(C(=O)NCC(C)C)c3occc23)c(C)c1	i	17.4	97.7	·	i	-19.0%	18.5%	-0.3
O=C(CCCNC(=O)c1ccc(Cl)cc1)Nc1ccc(S(=O)(=O)Nc2ncccn2)cc1	i	2.1	3.0	-2.0%	i	1.3%	-3.6%	-0.7
COc1ccc(NC(=O)CCNS(=O)(=O)c2cccc3nonc23)cc1Cl	i	2.8	-16.3	-0.5%	-7.6%	3.0%	3.9%	0.1
CC(C)Cc1nnc(NC(=O)CCC(=O)NCc2ccccc2Cl)s1	i	15.5	0.3	1.2%	i	6.2%	1.5%	-0.2
